Bioassay records from PubChem.
HIV RNase H inh – blocks HIV-1 RNase H cleavage of RNA/DNA duplex; 65,000 tested, 1.9% active; inhibition, % at 10 µM; RT-RNase H RNA/DNA duplex cleavage, fluorescence; P04585; in the data active = inhibition above about 50%
RmlCD inh mix – RmlC/RmlD inhibition, mixture screen. 110,000 tested, 0.39% active. inhibition, % at 5.5 µM. RmlC/RmlD coupled enzyme inhibition, 384-well mixture HTS; in the data active = inhibition above about 30%, passing the limit was not always enough; note: strong numbers were not always called active
Active calls of the source: *; / = not tested or not shown. This is a subset; the hit share may differ from the screen's.

Each structure is followed by: HIV RNase H inh | RmlCD inh mix
1) COC(=O)c1cc2sccc2n1Cc1nc(-c2cccc(Cl)c2)oc1C
  / | -4
2) CCOC(=O)C1C(=O)Oc2ccc3ccccc3c2C1C1CCOC1=O (configuration not stated)
  1 | 1
3) CC(=O)[C@@]1(O)CC[C@H]2[C@@H]3CC=C4C[C@@H](O)CC[C@]4(C)[C@H]3CC[C@@]21C
  -10 | -7
4) c1ccc2c(c1)OCC(c1csc3ncnc(N4CCOCC4)c13)O2 (configuration not stated)
  -55 | -8
5) CC(C)N(Cc1nc2ccccc2[nH]1)C(C)C
  -4 | 4
6) O=C(NCc1cccnc1)C1CCN(S(=O)(=O)N2CCOCC2)CC1
  -3 | 5
7) CCOC(=O)NCCc1ccc(OC)cc1
  -6 | 6
8) CCOC(=O)c1oc2ccccc2c1NC(=O)Cc1cccs1
  -22 | -9
9) O=C(NC1CCCC1)C(c1ccsc1)N(C(=O)Cc1cccs1)c1ccc(F)cc1 (configuration not stated)
  / | -1
10) OCCNc1nc2ccccc2[nH]1
  / | -15
11) CCC1CCCCN1C(=O)CSc1nc2ccsc2c(=O)n1Cc1ccccc1 (configuration not stated)
  / | 2
12) COc1cc(-c2nnc(COc3ccc4ccccc4c3)o2)cc(OC)c1OC
  -53 | /
13) Cc1ccc(NC(=O)CC2Oc3ccc(C)cc3NC2=O)cc1 (configuration not stated)
  -1 | -2
14) c1ccc(-c2noc(CN3CCN(C(c4ccccc4)c4ccccc4)CC3)n2)cc1
  6 | -10
15) O=C(c1ccc2c(c1)N(Cc1ccc(F)cc1)C(=O)CS2)N1CCOCC1
  13 | 10
16) CCOC(=O)CCSc1nc(-c2ccc3c(c2)OCO3)cc(C(F)(F)F)c1C#N
  / | -224
17) Cc1noc(/C=C/N(C)C)c1S(=O)(=O)N1CCCC(C(=O)NC2CCCCC2)C1 (configuration not stated)
  0 | 13
18) Cc1cc(S(=O)(=O)N(Cc2ccccc2)Cc2ccc(N(C)C)cc2)ccc1-n1cnnn1
  0 | -4
19) COC/C=C/C1=CC2=CC(=O)C(C)(OC(=O)c3cnc4ccccc4n3)C(=O)C2=CN1Cc1ccco1 (configuration not stated)
  / | -11
20) CCOP(=O)(c1c(F)c(F)c(F)c(F)c1F)C1(O)CCCCC1 (configuration not stated)
  4 | 7
21) COc1ccc(N=Cc2c(O)[nH]c3ccccc23)cc1OC
  0 | -15
22) COC(=O)CN(c1nc(C)cc(OC)n1)S(=O)(=O)c1ccccc1
  -8 | 11
23) CCOC(=O)Nc1ccccc1C(=O)N1CCOCC1
  -2 | -29
24) CCOCCCN(Cc1ccco1)C(=O)c1cc2c(=O)[nH]c3ccc(C)cc3c2s1
  / | 14
25) Cc1cc(C)cc(N(CC(=O)N2CCC(C)CC2)S(C)(=O)=O)c1
  -10 | 2
26) c1ccc(-c2csc(N3CCc4ccccc4C3)n2)cc1
  / | 8
27) Cc1nn(CC(O)CN2c3ccccc3Sc3ccccc32)c(C)c1Br (configuration not stated)
  / | -10
28) COc1ccc(N(CC(=O)NC(C)(C)C)C(=O)c2ccco2)cc1
  9 | -11
29) O=C(Oc1ccccc1C(=S)N1CCCCC1)c1cc([N+](=O)[O-])cc([N+](=O)[O-])c1
  / | -11
30) COc1ccc(-n2c3c(cc(C(=O)N4CCCCC4)c2=O)C(=O)CC(C)(C)C3)cc1
  -3 | 3
31) CC(C)NC(=O)N1CCOCCOCCN(C(=O)NC(C)C)CCOCCOCC1
  5 | 0
32) O=C(c1ccc(COc2ccc(Cl)cc2)o1)N1CCN(Cc2ccc3c(c2)OCO3)CC1
  -16 | -2
33) Cc1cc(C)n(-c2cccc3cccnc23)n1
  -7 | 6
34) C=CCn1c(NC(=O)c2ccccc2)c(C#N)c2nc3ccccc3nc21
  3 | /
35) Cc1cccc(N2C(=O)N(c3ccccc3C)C3CS(=O)(=O)CC32)c1 (configuration not stated)
  -7 | 17
36) Cc1nn(Cc2c(F)c(F)c(F)c(F)c2F)c(C)c1NC(=O)c1c([N+](=O)[O-])cnn1C
  / | 12
37) Cc1ccccc1NC(=O)CC1SC(=O)N(c2ccccc2)C1=O (configuration not stated)
  / | 5
38) CC(=O)c1c(C)nc(-c2ccc(Cl)cc2)nc1N=CN(C)C
  -53 | 12
39) CC1(C)CC2(CCCN3C(=O)CSC32)CCS1 (configuration not stated)
  -5 | -10
40) OCc1nnn(-c2cccc(C(F)(F)F)c2)c1CO
  -9 | -9
41) CCOC(=O)c1nnn(-c2nonc2N)c1CS(=O)(=O)c1ccccc1
  / | -4
42) O=C(C1=C[C@H](c2ccc(Br)cc2)C[C@H](OCCCCO)O1)N1CCN(Cc2ccc3c(c2)OCO3)CC1
  / | 12
43) CCCN1C(=O)N(C)C(N(O)C(=O)NC)C1(C)C (configuration not stated)
  / | 7
44) Cc1nnc(-n2ncc(C#N)c2N)c2nn(-c3cccc(Cl)c3)c(C)c12
  / | 3
45) O=C(CSc1nc2ccccc2o1)c1ccccc1
  / | -15
46) OCc1cccnc1
  / | -11
47) c1coc(-c2nnc(-c3ccc4c(c3)OCO4)o2)c1
  -3 | -5
48) Cc1cc(C)c(C)c(S(=O)(=O)N2CCN(Cc3nc4ccccc4[nH]3)CC2)c1C
  / | -9
49) Cc1sc(NC(=O)CSc2nnc(CCNC(=O)c3cccs3)n2C)nc1-c1ccccc1
  / | -14
50) Cn1c(=O)n(C)c2cc([N+](=O)[O-])c(N3CCN(S(=O)(=O)c4ccc5ccccc5c4)CC3)cc21
  / | 10

One compound at a time, from the list above. Screens in order: HIV RNase H inh | RmlCD inh mix
Cc1ccccc1NC(=O)CC1SC(=O)N(c2ccccc2)C1=O (configuration not stated) reads / | 5
COC(=O)c1cc2sccc2n1Cc1nc(-c2cccc(Cl)c2)oc1C reads / | -4
c1ccc(-c2noc(CN3CCN(C(c4ccccc4)c4ccccc4)CC3)n2)cc1 reads 6 | -10
OCc1nnn(-c2cccc(C(F)(F)F)c2)c1CO reads -9 | -9
O=C(NC1CCCC1)C(c1ccsc1)N(C(=O)Cc1cccs1)c1ccc(F)cc1 (configuration not stated) reads / | -1

Later entries:
Each structure is followed by: HIV RNase H inh | RmlCD inh mix
51) Cn1c(=O)[nH]c(=O)c2c1nc(CN1CCOCC1)n2CCc1ccccc1
  -13 | 9
52) C=CCNC(=O)c1onc(CSc2cccc3ccccc23)c1C(=O)O
  / | 8
53) COC(=O)c1ccccc1NC(=O)C1CCN(S(=O)(=O)c2cc(OC)ccc2OC)CC1
  -12 | -6
54) O=C(NCCO)NC(=S)c1ccccc1
  / | 10
55) Cc1ccc(CSc2sc(C(=O)c3ccccc3)c(N)c2C#N)cc1
  / | 14
56) CCOC(=O)c1[nH]c(=O)[nH]c1CSc1ccccn1
  -32 | 4
57) O=S(=O)(Nc1cccnc1)c1ccc2c(c1)OCCO2
  -13 | 3
58) Cn1nnnc1SCCNC/C=C/c1ccccc1
  -3 | 21
59) CCc1cccc(NC(=O)Cn2ncn3c(cc4ccccc43)c2=O)c1
  23 | -3
60) CN(C)C(=O)Oc1c(Cl)cc(Cl)c2ccccc12
  / | -5
61) COc1ccc(-c2nnc(SCC(=O)c3cccs3)o2)cc1
  0 | -2
62) Cc1ccc(S(=O)(=O)n2nc(-c3cccnc3)nc2N)cc1
  -25 | -7
63) CC1CN(C(=O)C2CCCN2S(=O)(=O)c2ccc(Cl)cc2)CC(C)O1 (configuration not stated)
  -6 | -160
64) CC(C)(C)NC(=O)Cn1c(SCC(N)=O)nc2ccccc21
  / | -8
65) O=C(O)c1ccccc1-c1nc2ccccc2c(=O)[nH]1
  7 | 7
66) COc1ccc(OC)c(Nc2ncnc3ccccc23)c1
  / | -14
67) CCOC(=O)C1C(=O)OC(C)(C)C1C(C)C(=O)c1ccccc1 (configuration not stated)
  / | -13
68) O=C1c2c(O)cc(O)cc2O[C@H](c2ccc(O)cc2)[C@H]1O
  / | -10
69) CCC(C)(C)n1nnnc1C(c1ccc(C)cc1)N1CCC(C)CC1 (configuration not stated)
  / | -10
70) Cn1cccc1Cc1nnc(SCC(=O)NC2CCCCC2)n1CCc1ccccc1
  -2 | 5
71) Cc1cc(SC(C)C(=O)Nc2c(C)n(C)n(-c3ccccc3)c2=O)nc2ccccc12 (configuration not stated)
  / | 8
72) CC(C)CC(=O)Nc1cc(NC(=O)CC(C)C)cc(C(=O)NC(C)(C)C)c1
  / | -8
73) O=C(Cn1nc(Cc2ccncc2)c2ccccc2c1=O)N1CCN(C(=O)c2ccco2)CC1
  0 | -3
74) CC(C)(CO)NS(=O)(=O)c1ccc2c(c1)oc(=O)c1cc(S(=O)(=O)NC(C)(C)CO)ccc12
  -1 | -10
75) CC(C)(O)C#Cc1ccc(C(=O)N2CCC(C(N)=O)(N3CCCCC3)CC2)cc1
  -10 | -7
76) CC1CCN(C(=O)c2ccc(-n3cnnn3)cc2)CC1
  / | -15
77) O=C(CCNS(=O)(=O)c1cccc2nsnc12)N1CCN(c2ccccn2)CC1
  -27 | 5
78) Cc1ccc(C)c(-n2c(CNc3ccc(F)cc3)nnc2SCC(N)=O)c1
  -3 | 7
79) COc1ccc(C2C(C(C)=O)=C(C)N=c3s/c(=C\c4ccco4)c(=O)n32)c(OC)c1 (configuration not stated)
  -1 | 5
80) CCn1cc([N+](=O)[O-])c(C(=O)N2N=C3/C(=C/c4cccs4)CCCC3C2c2cccs2)n1 (configuration not stated)
  / | 7

Sorted by SMILES length (largest number first): part of the list above.
Each structure is followed by: HIV RNase H inh | RmlCD inh mix
30) COc1ccc(-n2c3c(cc(C(=O)N4CCCCC4)c2=O)C(=O)CC(C)(C)C3)cc1
  -3 | 3
49) Cc1sc(NC(=O)CSc2nnc(CCNC(=O)c3cccs3)n2C)nc1-c1ccccc1
  / | -14
41) CCOC(=O)c1nnn(-c2nonc2N)c1CS(=O)(=O)c1ccccc1
  / | -4
6) O=C(NCc1cccnc1)C1CCN(S(=O)(=O)N2CCOCC2)CC1
  -3 | 5
76) CC1CCN(C(=O)c2ccc(-n3cnnn3)cc2)CC1
  / | -15
54) O=C(NCCO)NC(=S)c1ccccc1
  / | 10

(more compounds)
Each structure is followed by: HIV RNase H inh | RmlCD inh mix
81) Nc1ccc2oc(CCc3ccccc3)nc2c1
  -13 | -9
82) CC(NC(=O)C1CCC(CNc2c(N3CCOCC3)c(=O)c2=O)CC1)c1ccccc1 (configuration not stated)
  / | -13
83) CN(C(=O)c1ccccc1Cl)C1CCCCC1
  -10 | -3
84) Cn1c(NC(=O)c2ccccc2)c(-c2cccs2)c(=O)c2ccccc21
  / | 14
85) C/C(=C\C(=O)c1ccc(Br)cc1)NCc1ccccc1
  / | -11
86) Fc1ccccc1N1CCN(C(c2ccccn2)c2nnnn2C2CCCCC2)CC1 (configuration not stated)
  -10 | -12
87) CC(C)(C)c1ccc(-c2n[nH]c(=S)n2C2CCCC2)cc1
  / | -11
88) COC(=O)C(C)N(C(=O)c1cccc(Cl)c1)c1c(C)cccc1C (configuration not stated)
  / | 1
89) CCC1(CC)NC(=S)N(Nc2ccccc2)C1=O
  / | 7
90) O=C1c2ccccc2C(=O)C1c1ccncc1
  2 | -8
91) Cc1cc(Cl)ccc1NC(=S)NCc1ccccc1
  / | -5
92) C=CCN(C(=O)Cn1ncc2c1-c1cc(C)ccc1OC2)c1ccccc1
  / | -7
93) O=C(Nc1ccccc1)c1cccc(-c2nnc(-c3ccccc3)o2)c1
  -3 | -8
94) COc1ccc(N2CCN(c3oc(COc4ccc(Cl)cc4)nc3C#N)CC2)cc1
  2 | 5
95) COc1ccc(CCNC(=O)c2ccc3c(=O)n(Cc4ccco4)c(=S)[nH]c3c2)cc1OC
  -25 | 28
96) COc1ccc(N(C(=O)c2ccccc2OC)C2C=CS(=O)(=O)C2)c(OC)c1 (configuration not stated)
  -3 | -9
97) Cc1cc(C(=O)N2CCc3ccccc32)c2ccccc2n1
  -40 | -5
98) CCn1nnnc1SCC(=O)c1cccc(OC)c1
  / | 9
99) CCCn1c(=O)[nH]c(=O)c2c1nc(-c1ccc3c(c1)OCCO3)n2CCN1CCOCC1
  -16 | -4
100) CCOC(=O)Cc1csc(NC(=O)CSc2nnnn2-c2ccc(C)c(C)c2)n1
  / | 6
101) CCCCCCC1C(C#N)=C(N)OC2=C1C(=O)CC(C)(C)C2 (configuration not stated)
  -5 | -11
102) O=S(=O)(Cc1ccc(Cl)cc1)N1CCN(Cc2ccccc2)CC1
  7 | -18
103) O=C(NCc1ccco1)C1CCCN(S(=O)(=O)c2cnc[nH]2)C1 (configuration not stated)
  0 | 1
104) Cc1ccccc1Nc1nc(N)nc(COC(=O)CCS(=O)(=O)c2ccccc2)n1
  -3 | 6
105) COc1cccc(OCCCCSc2ncccn2)c1
  -39 | 3
106) Cn1c(=O)n(C)c2cc(CN3C(=O)OC(C)(C)C3(C)O)ccc21 (configuration not stated)
  -11 | 11
107) O=C(CCSc1nnc2ccccn12)Nc1ccc(F)cc1
  -7 | -4
108) CCc1cc2c(N3CCN(C)CC3)ncnc2s1
  / | 2
109) Oc1ccc(Nc2nc(NCC3CCCO3)c3ccccc3n2)cc1 (configuration not stated)
  -23 | 7
110) O=c1cc(-c2ccccc2F)oc2ccccc12
  / | -9
111) COc1cccc(C2CC(c3ccccc3)Nc3nc(N)nn32)c1 (configuration not stated)
  1 | -6
112) CCCCC(c1nnnn1CCOC)N1CCN(Cc2ccccc2)CC1 (configuration not stated)
  / | 4
113) CCCCCn1c(SCC(=O)OC)nc2c1c(=O)[nH]c(=O)n2C
  -10 | -7
114) O=C(Nc1ccccc1N1CCCCC1)c1cccs1
  -83 | -16
115) Cc1ccc(C(=O)Nc2ccc3c(c2)OCO3)cc1
  / | 4
116) Nc1ccccc1SCc1cn2cccnc2n1
  1 | -4
117) COCc1nnc(NC(=O)CCc2ccccc2)s1
  4 | -11
118) O=C(c1cc2nc(-c3ccco3)cc(C(F)(F)F)n2n1)N1CCN(Cc2ccccc2)CC1
  / | -4
119) Cn1c(C(=O)OC(C(=O)NC2CCCC2)c2ccncc2)cc2sccc21 (configuration not stated)
  -2 | -100
